# Bioassay records deposited in PubChem by several laboratories.
# core dimer inh = blocks dimerization of HCV core protein; TR-FRET GST/Flag-core106 dimerization, 1536-well; inhibition, % at 5 µM; 300,000 compounds, 0.33% hits;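 active means inhibition above the mean of all tested compounds plus 3 SD, set per screening campaign, cut at about 45% in these data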
#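 Material: GST/Flag-tagged HCV core106 proteins. Incubation: 4 h, 22.5 °C incubation. Read-out basis: inhibition (%) from 671 over 617 nm ratio. Measured by: TR-FRET, excitation 340 nm, emission 617 and 671 nm.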
# Fh CTSL1 inh = cathepsin L1 inhibition, PFM18AAP counter-screen | inhibition, % at 5.96 µM | AID 1906 | recombinant F. hepatica cathepsin L1, Z-Leu-Arg-MCA fluorescence | 300,000 compounds, 0.49% hits;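 active means inhibition above the mean of all tested compounds plus 3 SD, set per screening campaign, cut at about 17% in these data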;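 further: 0% = plate median of test compound wells and 100% = 1 µM Z-Phe-Ala-diazomethylketone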
# TPT1 inhibitor = blocks Candida albicans tRNA 2'-phosphotransferase. recombinant caTPT1, FP RNA substrate dephosphorylation. inhibition, % at 5 µM. 300,000 compounds, 0.81% hits. AID 1962;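 active means inhibition above the mean of all tested compounds plus 3 SD, set per screening campaign, cut at about 24% in these data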;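 further: plate controls were DMSO alone for no effect and ferristatin control at 100 nM for full effect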
# PP5 inh = PP5 (human) phosphatase inhibition; P53041; inhibition, % at 6.7 µM; purified PP5c, OMFP substrate fluorescence; 320,000 compounds, 0.18% hits;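 active means inhibition above the campaign's mean inhibition across all tested compounds plus 3 SD, cut at about 9.5% in these data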;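 further: 0% = DMSO only and 100% = 100 µM cantharidin control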
# CR mimetic SO = yeast age-related superoxide inhibition as caloric restriction mimetic; 330,000 compounds, 0.18% hits; AID 2690; S. cerevisiae aged cells, superoxide DHE fluorescence; stronger effect = lower value; superoxide response (% of plate mean), % at 10 µM;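 active means superoxide response under a set limit, about three screen SD below normal, cut at about 65% in these data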;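 further: yeast aged for seven days with compound at 30 °C before DHE staining; 100% = average MFI of all compound-treated wells on the plate with controls excluded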
# ZTA DNA inh = blocks Epstein-Barr virus ZTA, an EBNA-1 counter-screen; 320,000 compounds, 0.15% hits; ZTA-DNA binding, fluorescence polarization; AID 2234; inhibition, % at 11 µM; P03206; in the data active means inhibition above about 33%
# Target sequence (P03206 whole entry, looked up): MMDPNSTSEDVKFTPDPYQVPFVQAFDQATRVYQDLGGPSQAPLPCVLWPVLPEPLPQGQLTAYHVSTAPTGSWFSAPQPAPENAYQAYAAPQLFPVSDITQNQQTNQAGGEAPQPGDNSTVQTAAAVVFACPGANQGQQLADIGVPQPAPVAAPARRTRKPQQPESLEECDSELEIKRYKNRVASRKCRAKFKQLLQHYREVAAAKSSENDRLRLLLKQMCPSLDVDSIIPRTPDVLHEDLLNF
# PP1 inh = blocks human PP1-alpha phosphatase, a PP5 counter-screen; purified PP1alpha, OMFP fluorescence; inhibition, % at 6.7 µM; 320,000 compounds, 0.9% hits;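 active means inhibition above the mean inhibition of all tested compounds plus 3 SD, computed separately for each screening campaign, cut at about 15% in these data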
# Target sequence (P62136 whole entry, looked up): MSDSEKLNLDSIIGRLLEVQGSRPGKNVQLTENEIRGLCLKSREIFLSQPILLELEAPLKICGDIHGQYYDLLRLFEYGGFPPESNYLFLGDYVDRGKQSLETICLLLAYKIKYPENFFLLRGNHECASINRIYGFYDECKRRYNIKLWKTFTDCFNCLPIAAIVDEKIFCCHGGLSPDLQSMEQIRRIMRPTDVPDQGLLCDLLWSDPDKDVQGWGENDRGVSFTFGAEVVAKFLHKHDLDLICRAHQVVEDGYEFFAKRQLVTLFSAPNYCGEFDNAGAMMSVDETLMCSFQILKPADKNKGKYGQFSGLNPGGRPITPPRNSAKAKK
# EBNA-1 inh = blocks EBNA-1 binding to DNA; EBNA-1 DNA binding, fluorescence polarization; inhibition, % at 14.8 µM; 300,000 compounds, 0.34% hits; in the data active means inhibition above about 28%
# JMJD2C inh = blocks human GASC-1 demethylase activity; 330,000 compounds, 0.069% hits; inhibition, % at 2.35 µM; Q9H3R0; GST-JMJD2C(1-420) H3K9me3 demethylation, DELFIA europium;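 active means more than half of a compound's replicate wells show inhibition beyond 50%, single wells judged on their own value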;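 further: signal counts dimethyl H3K9 product captured on neutravidin plate; 0% = median of DMSO wells and 100% = 0.3 times that DMSO median; strong numbers were not always called active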
# Target sequence (Q9H3R0 1-420 limits assumed): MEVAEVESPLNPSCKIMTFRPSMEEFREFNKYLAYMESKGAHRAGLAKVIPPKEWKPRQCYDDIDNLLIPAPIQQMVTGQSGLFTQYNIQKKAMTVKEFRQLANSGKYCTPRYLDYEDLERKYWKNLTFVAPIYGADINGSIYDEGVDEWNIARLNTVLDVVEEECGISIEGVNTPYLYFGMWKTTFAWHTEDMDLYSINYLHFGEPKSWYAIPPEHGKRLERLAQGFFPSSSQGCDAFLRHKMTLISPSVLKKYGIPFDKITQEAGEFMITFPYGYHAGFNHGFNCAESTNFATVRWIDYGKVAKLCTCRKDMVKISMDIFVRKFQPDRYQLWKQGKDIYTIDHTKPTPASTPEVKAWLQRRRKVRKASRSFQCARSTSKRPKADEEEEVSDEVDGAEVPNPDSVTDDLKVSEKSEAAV
# * marks the source's active call; other numbers are inactive results; . = not tested or not shown; & = joins results of further samples. Compounds as they come (roughly 3.1% active in at least one column).
SMILES,core dimer inh,Fh CTSL1 inh,TPT1 inhibitor,PP5 inh,CR mimetic SO,ZTA DNA inh,PP1 inh,EBNA-1 inh,JMJD2C inh
O=C(N=Nc1c(O)[nH]c2ccc(Cl)cc12)c1cc(-c2cccs2)nc2ccccc12,37.5,-2.8,1.1,4.8,104.3,5.4,5.4,-14.3,-16.6
CC1(C(=O)N2CCC(CC3CC(c4cccc(Br)c4)=NO3)(C(=O)NCC3CCCCC3)CC2)CC1 (centres undefined),1.5,-0.3,0.6,3.5,112.0,-3.7,4.0,-1.4,2.1
C=CCN1CCN(C(c2ccc(Cl)cc2)c2nnnn2CCc2ccc(OC)c(OC)c2)CC1 (centres undefined),-4.2,-0.7,0.6,0.5,99.5,7.3,-0.1,8.9,-5.3&0.2
COC(=O)c1c(NC(=O)c2ccccc2F)sc(C(=O)N2CCOCC2)c1C,12.4,-2.2,-1.4,-0.8,115.4,14.7,-0.3,7.2,-3.8
COC(=O)N1CCN(c2ccc(C(C)=O)cc2)CC1,-1.3,2.2,-0.2,3.9,110.9,-0.1,-2.5,-12.3,1.7
COc1cc2cc(CN(CCc3cccc(C)c3)C(=S)NCCCN3CCOCC3)c(=O)[nH]c2cc1OC,-4.2,2.1,-0.3,-0.4,87.2,-3.1,-1.2,-1.4,-7.7
CCNC(=O)OCC(CC)NC(=O)OCC(C)C (centres undefined),-2.4,-2.8,-0.9,-0.7,90.8,0.7,-2.6,7.8,9.5
CC(C)(C)NC(=O)/C(=C\c1ccc(Br)cc1)NC(=O)c1cccs1,1.2,2.0,0.1,-0.5,97.8,13.8,10.3,11.6,0.9
COc1ccc(C(=O)/C=C2/c3ccccc3CC(C)(C)N2C)cc1,6.0,1.2,3.1,3.0,109.3,8.0,1.4,3.9,-3.0
Cc1cc(C)n(-c2ccc(-n3ccnc3)nn2)n1,-1.7,4.0,-1.2,-1.6,93.7,10.1,-1.9,3.2,2.6
COc1ccc(S(=O)(=O)n2cnc3ccccc32)cc1OC,7.7,-1.1,0.0,0.0,94.8,-5.7,-3.6,0.5,3.9
COCCn1c(SCC(=O)Nc2cc(C)on2)nc2cc(Cl)ccc2c1=O,.,.,.,1.5,107.0,-2.2,-6.6,.,-1.7
CCc1nnc(NC(=O)COc2ccc([N+](=O)[O-])cc2)s1,-0.9,0.1,-6.9,0.9,81.4,5.8,-2.6,7.4,-25.2
Cc1onc(-c2ccccc2Cl)c1C(=O)OCC(=O)c1ccc[nH]1,-1.1,3.3,-2.6,1.1,92.5,7.3,-4.7,0.6,31.2
COc1ccccc1N1CCN(Cc2cc3c(cc2O)OCO3)CC1,5.6,2.0,4.2,-1.5,97.2,9.8,-0.7,10.1,-8.7
Cc1ccccc1S(=O)(=O)Cc1ccc(C(=O)N2CCN(c3cccc(C)c3C)CC2)o1,7.5,2.5,-2.8,3.6,102.8,-12.2,4.0,-8.3,-24.0&-1.4
CCCCn1c(N)c(N(CCC(C)C)C(=O)c2cccc(S(=O)(=O)N3CCN(C)CC3)c2)c(=O)[nH]c1=O,-0.7,-0.4,-0.2,1.2,106.2,9.2,-2.0,10.1,6.1
COCc1cc(=O)[nH]c(SCCS(=O)(=O)c2ccc(C)cc2)n1,0.6,5.2,-1.1,-2.6,93.4,-11.4,-3.8,-8.2,2.9
CCN(CC)CCN1C(=O)C(O)=C(C(=O)c2ccc(C)o2)C1c1ccccn1 (centres undefined),-3.4,0.8,-12.7,2.0,98.3,-7.4,0.7,-3.2,-7.1
CCOc1ccccc1NC(=O)CN1C(=O)COc2ccc(Cl)cc21,-0.9,-0.7,-1.8,1.1,106.2,0.6,3.0,-9.8,4.3
Cc1c(N(C(=O)Nc2ccccc2)C2=NCC(C)S2)c(=O)n(-c2ccccc2)n1C (centres undefined),3.0,-3.5,0.9,-1.7,99.5,-6.1,-6.7,1.3,19.1
S=c1[nH]nc(-c2cccs2)n1/N=C/c1cn(-c2ccccc2)nc1-c1ccc(Cl)cc1,20.4,0.1,-3.4,-2.1,99.7,-1.5,-1.6,3.0,-5.2
Cc1nc2sc(C(c3ccc(Cl)cc3)N3CCN(C(=O)c4ccco4)CC3)c(O)n2n1 (centres undefined),-0.8,2.4,-3.0,1.6,100.5,7.1,-4.5,5.7,.
CC(=O)c1c(N2CCOCC2)nc2ccc(Cl)cc2c1-c1ccccc1,3.5,-0.2,-0.3,0.0,95.7,-0.9,-0.5,1.6,-8.9
COCCNC(=O)Nc1ccc2nc(C)sc2c1,-3.4,-0.6,-5.7,0.1,79.8,-22.6,-0.6,-0.9,13.3
CC(Sc1nncn1C)C(=O)Nc1ccc(N2CCCCC2)cc1 (centres undefined),.,.,.,3.8,104.5,-1.1,-6.2,.,-12.8
CC(=O)Nc1ccc(S(=O)(=O)NC2CCCCCC2)cc1,-12.1,2.2,-0.8,2.1,103.3,-3.4,6.9,-8.0,0.8
OC(COc1ccc2c(c1)OCO2)CN1CCCCC1 (centres undefined),2.8,2.4,-0.7,1.3,104.4,-10.3,0.1,-4.2,4.9
CCOc1ccccc1CNC(=O)CCc1cn(C)c2ccccc12,4.0,2.9,-3.1,1.0,112.0,-1.4,5.3,5.4,-9.8
Cc1ccc(S(=O)(=O)Nn2c(C)ccc2C)cc1,67.2*,-2.8,7.4,1.6,92.4,-22.5,1.5,-7.3,3.5

# In a second layout: entries from further up
SMILES	core dimer inh	Fh CTSL1 inh	TPT1 inhibitor	PP5 inh	CR mimetic SO	ZTA DNA inh	PP1 inh	EBNA-1 inh	JMJD2C inh
CCN(CC)CCN1C(=O)C(O)=C(C(=O)c2ccc(C)o2)C1c1ccccn1 (centres undefined)	-3.4	0.8	-12.7	2.0	98.3	-7.4	0.7	-3.2	-7.1
CCOc1ccccc1NC(=O)CN1C(=O)COc2ccc(Cl)cc21	-0.9	-0.7	-1.8	1.1	106.2	0.6	3.0	-9.8	4.3

# Compound profiles, from the list above. Order of values: core dimer inh	Fh CTSL1 inh	TPT1 inhibitor	PP5 inh	CR mimetic SO	ZTA DNA inh	PP1 inh	EBNA-1 inh	JMJD2C inh
# Listed for `CC(=O)c1c(N2CCOCC2)nc2ccc(Cl)cc2c1-c1ccccc1` : 3.5	-0.2	-0.3	0.0	95.7	-0.9	-0.5	1.6	-8.9
# Listed for `Cc1c(N(C(=O)Nc2ccccc2)C2=NCC(C)S2)c(=O)n(-c2ccccc2)n1C` (centres undefined) : 3.0	-3.5	0.9	-1.7	99.5	-6.1	-6.7	1.3	19.1
# Listed for `CC(=O)Nc1ccc(S(=O)(=O)NC2CCCCCC2)cc1` : -12.1	2.2	-0.8	2.1	103.3	-3.4	6.9	-8.0	0.8

# The list goes on:
SMILES,core dimer inh,Fh CTSL1 inh,TPT1 inhibitor,PP5 inh,CR mimetic SO,ZTA DNA inh,PP1 inh,EBNA-1 inh,JMJD2C inh
CCCCN(C(=O)c1ccco1)c1c(N)n(CCC)c(=O)[nH]c1=O,.,.,.,-0.4,82.1,9.7,-5.2,.,5.1
Cc1ccc(S(=O)(=O)Cc2ccc(C(=O)NCc3cccs3)o2)cc1,-0.7,-1.3,0.6,-0.6,87.5,-5.4,4.1,-2.5,-1.9
O=C(c1cccc(Oc2c(Cl)cccc2[N+](=O)[O-])c1)N1CCCCC1,5.6,1.9,0.2,-0.5,93.8,8.8,0.3,4.4,4.7
Cc1ccc(N=C(N)N=C(N)N)c(C)c1,-6.8,-0.2,-0.2,0.9,85.7,-9.6,-0.6,7.0,-10.1
Cc1cc(C)cc(COn2ccnc2)c1,-5.6,0.4,-0.5,0.6,86.6,3.8,-0.8,0.3,-5.2
CSc1cccc(NC(=S)N2CCC(N(C)C(C)C)CC2)c1,0.6,1.3,0.5,0.3,96.0,-16.2,-2.8,-6.3,-0.5
Cc1ccccc1C1NC(c2ccccc2C)C([N+](=O)[O-])C(C)(C)C1[N+](=O)[O-] (centres undefined),6.8,-2.0,1.4,2.6,105.8,-10.1,-4.1,-13.5,-10.3
CN(C(=O)CSc1nnc(-c2c[nH]c3ccccc23)o1)C1CCS(=O)(=O)C1 (centres undefined),2.0,-0.5,-3.8,0.7,103.3,2.1,-0.2,10.0,-19.3
C=CCNc1nc(Nc2cc(Cl)ccc2OC)nc(OC)n1,-12.9,4.7,2.1,2.4,101.0,-15.8,-2.2,-13.1,-15.0
CCC(=O)N1CCNC(=O)C1CC(=O)Nc1ccc(C)c(Cl)c1 (centres undefined),-9.0,-4.9,-2.3,0.8,102.8,0.0,-2.1,-0.9,1.8
CCN(CC)S(=O)(=O)c1cccc(C(=O)N/N=C/c2c(C)nn(-c3ccccc3)c2Cl)c1,16.8,-1.1,1.6,4.8,101.0,11.7,11.6,17.8,2.1
COc1cc(NC(=O)c2cccs2)c(OC)cc1NC(=O)Cc1ccccc1,-4.9,2.3,-0.8,1.4,109.3,-12.9,2.9,0.7,6.8
CC1=CC(C)(C)[N+](C)(C)c2ccc(C)cc21,-5.8,-3.0,9.6,1.3,98.8,-2.2,-1.1,-8.4,-11.1
C=CCNC(=O)CC(=O)N/N=C/c1cccs1,-0.5,5.6,-3.6,-2.2,119.9,-1.6,-3.4,-6.2,-26.9
CCCCn1c(N)c(N(CCC(C)C)C(=O)CC2CCCC2)c(=O)[nH]c1=O,-7.7,0.1,1.2,0.9,123.7,6.3,-8.4,-10.5,7.0
Cc1ccc(NC(=O)c2sc3ncnc(N4CCN(c5ccccn5)CC4)c3c2C)c(C)c1,7.0,-1.8,-0.3,3.1,99.8,-11.9,8.4,3.1,3.3
CN1C(=O)CC(c2ccccc2)CC1=O,-9.7,-5.4,-6.4,1.5,98.7,3.2,0.7,-12.8,3.3
CC1CN(C2CCN(C(=O)COc3ccccc3)CC2)CC(C)O1 (centres undefined),-3.3,-7.7,1.4,2.3,101.9,6.8,-5.0,-6.2,8.7
COC(=O)CC1C(=O)NCCN1C(=S)Nc1cccc(C(F)(F)F)c1 (centres undefined),2.2,-3.6,1.0,-0.9,96.5,27.6,-3.8,-0.6,10.9
O=C(/C=C/c1ccco1)NC1=NCCS1,-6.0,2.9,2.7,-0.3,110.3,7.7,4.8,5.3,-9.6
Cc1noc2ncnc(N3CCCC3)c12,-6.8,-2.7,-3.7,-1.8,96.3,3.3,-0.7,-5.7,-1.6
CCOc1ncc(S(=O)(=O)N2CCN(CC)CC2)cc1C(=O)O,8.5,-1.8,2.4,0.1,109.7,12.5,-2.8,2.6,2.0
Oc1cccc2c(NC(=S)Nc3ccc(SC(F)F)cc3)cccc12,9.7,0.6,-3.0,2.7,96.6,-3.3,1.5,-3.4,-0.8
CCc1ccccc1NC(=O)CN1C(=O)c2ccccc2S1(=O)=O,-4.7,-3.0,1.1,-1.1,92.3,-14.3,7.1,-6.6,-1.3
Cc1cc(C)c(S(=O)(=O)Nc2ccccc2C(=O)N2CCCC2)c(C)c1,7.3,0.7,2.0,1.6,106.0,-2.4,-3.0,0.9,-42.6
CCOC(=O)C1CSC(CC(=O)Nc2ccc(OCC)cc2)C(=O)N1 (centres undefined),-5.2,-1.5,1.1,-1.4,99.1,2.2,-2.0,0.4,-21.5
COc1ccc(C2CC(=O)C(C(c3ccc(O)cc3)C3C(=O)CC(c4ccc(OC)cc4)CC3=O)C(=O)C2)cc1 (centres undefined),10.4,1.5,9.8,0.5,98.1,0.6,0.4,-0.8,14.3
COc1ccc(NS(=O)(=O)c2cccc(C(=O)NCC(c3ccco3)N3CCCCC3)c2)cc1 (centres undefined),-4.0,-2.0,-0.9,0.7,101.0,-4.9,-1.2,-9.8,-2.2
